Source: PubChem (The Scripps Research Institute Molecular Screening Center)
ARFGAP1 inhibitor: inhibitors of rat ARFGAP1 GAP activity, primary screen, biochemical, fluorescence polarization, GDP tracer | ADP-ribosylation factor GTPase-activating protein 1 (Rattus norvegicus), Q62848 | Arfgap1-stimulated ARF1 GTP hydrolysis, GDP FP detection | inhibition, % at 16.5 µM | 0.26% of 360,000 active;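 active = inhibition above a per-plate limit, mean inhibition of low control wells plus 3 SD, cut at about 25% in these data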;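 note: 0% = DMSO wells with enzyme and 100% = wells lacking Arfgap1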
Target sequence (Q62848 1-136 limits assumed): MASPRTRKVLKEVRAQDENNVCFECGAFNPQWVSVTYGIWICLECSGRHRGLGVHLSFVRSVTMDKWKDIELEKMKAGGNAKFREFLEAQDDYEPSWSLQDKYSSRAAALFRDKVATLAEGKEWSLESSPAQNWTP
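system = rat Arfgap1 catalytic domain, aa 1-136 | technique = FP, GDP Alexa 633 tracer displaced from anti-GDP antibody, 620/688 nm | compound = one concentration, 16.5 µM, DMSO 1.26% | medium = HEPES-based buffer, pH 7.5 | timing = compound-enzyme preincubation 20 min, reaction 120 min, detection 60 min, 25 °C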
PLC-gamma1 inh: PLC-gamma1 enzyme inhibitors, primary screen, biochemical, fluorescence, purified enzyme; AID 720700, 2013; 0.84% of 370,000 active; fluorogenic substrate; inhibition, % at 12.2 µM; in the data active = inhibition above about 9.5%
ASAP1 inh: inhibitors of human ASAP1 ArfGAP activity, primary screen, biochemical, fluorescence polarization; 0.19% of 360,000 active; Arf-GAP with SH3 domain, ANK repeat and PH domain-containing protein 1 (Homo sapiens), …; inhibition, % at 16.5 µM; ASAP1-stimulated ARF1 GTP hydrolysis, GDP FP detection; AID 624377, 2012; in the data active = inhibition above about 25%;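 note: 0% = vehicle with enzyme and substrate and 100% = no enzyme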
ADAM10 inh: human ADAM10 inhibitors, primary screen, biochemical, QFRET, HTS; Disintegrin and metalloproteinase domain-containing protein 10 (Homo sapiens), O14672; recombinant ADAM10, EDANS/DABCYL FRET peptide cleavage, 3 h; inhibition, % at 7 µM; 0.62% of 370,000 active;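 active = inhibition above a per-campaign cutoff equal to the mean of compounds falling between control-based bounds plus 3 SD, cut at about 20% in these data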;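 note: 0% = DMSO wells while the 100% control is not disclosed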
Target sequence (O14672 214-748 limits assumed): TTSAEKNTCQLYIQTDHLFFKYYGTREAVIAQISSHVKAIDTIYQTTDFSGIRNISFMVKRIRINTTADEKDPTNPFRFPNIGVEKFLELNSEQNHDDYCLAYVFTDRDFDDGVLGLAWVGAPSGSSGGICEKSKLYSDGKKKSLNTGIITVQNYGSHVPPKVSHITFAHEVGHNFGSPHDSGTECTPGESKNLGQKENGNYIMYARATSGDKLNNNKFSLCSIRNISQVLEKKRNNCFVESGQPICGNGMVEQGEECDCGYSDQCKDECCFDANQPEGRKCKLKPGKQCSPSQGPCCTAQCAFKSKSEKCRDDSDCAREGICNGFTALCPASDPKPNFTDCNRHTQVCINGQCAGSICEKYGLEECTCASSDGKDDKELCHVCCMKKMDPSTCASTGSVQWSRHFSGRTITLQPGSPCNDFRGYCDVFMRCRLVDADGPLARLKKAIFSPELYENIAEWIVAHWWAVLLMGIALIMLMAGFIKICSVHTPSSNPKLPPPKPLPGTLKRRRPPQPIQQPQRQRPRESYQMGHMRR
Tn6 DDE FP: inhibitors of Tn6 peptide binding to fibrin DD(E), primary screen, biochemical, fluorescence polarization, human fibrin, Tn6 probe; Fibrinogen beta chain (Homo sapiens), P02675; Fibrin DD(E) TRITC-Tn6 fluorescence polarization displacement; inhibition, % at 8.3 µM; 0.21% of 370,000 active; AID 720509, 2013;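 active = inhibition above a per-campaign cutoff: mean of compounds within control limits plus 3 SD, cut at about 15% in these data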;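 note: 0% = median of all compound wells on the plate and 100% = blocking peptide control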
KLK7 zymogen act: proKLK7 zymogen activators, primary screen, biochemical, fluorescence intensity; Kallikrein-7 (Homo sapiens), P49862; purified proKLK7, EDANS-DABCYL substrate fluorescence; 100% is mature enzyme control, 0% vehicle; activation, % at 7 µM; 0.9% of 370,000 active; AID 652039, 2013;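 active = activation above the mean of all tested compounds plus 3 SD, computed per campaign excluding outliers beyond control limits, cut at about 13% in these data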
TDP2 inh: human TDP2 enzyme inhibitors, primary screen, biochemical, epi absorbance, recombinant enzyme; 0.34% of 370,000 active; inhibition, % at 12.8 µM; Tyrosyl-DNA phosphodiesterase 2 (Homo sapiens), O95551; T5PNP hydrolysis, p-nitrophenol absorbance 415 nm;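 active = inhibition above the mean of all tested compounds plus 3 SD, set per campaign, cut at about 25% in these data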;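 note: 0% = DMSO with enzyme and 100% = buffer with substrate but no TDP2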
Target sequence (O95551 whole entry, looked up): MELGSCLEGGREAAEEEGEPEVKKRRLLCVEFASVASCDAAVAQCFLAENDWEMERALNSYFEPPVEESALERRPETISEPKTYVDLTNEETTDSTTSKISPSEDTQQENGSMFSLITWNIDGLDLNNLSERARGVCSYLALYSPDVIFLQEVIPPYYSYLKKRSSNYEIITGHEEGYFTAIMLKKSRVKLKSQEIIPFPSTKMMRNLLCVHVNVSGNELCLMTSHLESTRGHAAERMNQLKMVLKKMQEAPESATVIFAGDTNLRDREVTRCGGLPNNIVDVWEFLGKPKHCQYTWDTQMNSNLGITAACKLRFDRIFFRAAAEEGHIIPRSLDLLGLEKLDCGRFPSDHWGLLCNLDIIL
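System – recombinant human TDP2 · Quantity – TDP2 enzyme at 120 nM final · Doses – single concentration, 12.8 µM nominal, with 1% DMSO · Incubation – 2 h at 37 °C · Measured by – epi absorbance of p-nitrophenol freed from T5PNP by hydrolysis · Read-out – % inhibition relative to enzyme-containing and enzyme-free wells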
Tn7 DDE FP: inhibitors of Tn7 peptide binding to fibrin DD(E), primary screen, biochemical, fluorescence polarization, human fibrin, Tn7 probe; FP displacement of FITC-Tn7 peptide from fibrin DD(E); 0% = median of compound wells per plate; inhibition, % at 8.3 µM; 0.13% of 370,000 active; AID 720508, 2013;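 active = inhibition above the mean of compounds falling within the control limits plus 3 SD of them, cut at about 14% in these data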;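 note: 0% = plate median of compound wells and 100% = 10 µM Aha-Tn7 peptide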
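system = human fibrin DD(E) protein | quantity = DD(E) 2 µM final | medium = Tris/NaCl/CaCl2 buffer, pH 7.8 | also added = labelled Tn7 tracer, 0.1 µM | compound dosing = single point at 8.3 µM | timing = compound with protein 10 min, then 3 h after probe, room temperature | signal = FP measurement | benchmarks = Aha-Tn7 high control | repeats = one replicate per compound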
ADAM17 inh: ADAM17 inhibitors, primary screen, biochemical, QFRET; inhibition, % at 6.95 µM; recombinant ADAM17, EDANS/DABCYL FRET peptide cleavage; Disintegrin and metalloproteinase domain-containing protein 17 (Homo sapiens), P78536; AID 720648, 2013; 0.83% of 370,000 active;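 active = inhibition above the mean of compounds lying between control limits plus 3 SD, set per campaign, cut at about 8.5% in these data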;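 note: 0% = DMSO-only wells as the low control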
LEDGF integ inh: blockers of LEDGF/p75-dependent integrase strand transfer – biochemical, TR-FRET, high throughput, primary screen | HIV-1 integrase (with human LEDGF/p75) | TR-FRET IN-LEDGF/p75 DNA integration, Eu/Cy5 | inhibition, % at 3.7 µM | 0.64% of 370,000 active | AID 743269, 2014;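 active = inhibition above the screen-wide mean plus 3 SD, cut at about 13% in these data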;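 note: signal is the Cy5 over europium emission ratio at 671 and 618 nm; 0% = plate median of compound wells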
Starred values were filed as active, the others as inactive; nt = no result given.

compound,ARFGAP1 inhibitor,PLC-gamma1 inh,ASAP1 inh,ADAM10 inh,Tn6 DDE FP,KLK7 zymogen act,TDP2 inh,Tn7 DDE FP,ADAM17 inh,LEDGF integ inh
C[C@H]1CN([C@@H](C)CO)C(=O)c2cccc(NC(=O)c3ccc(-c4nccs4)cc3)c2O[C@@H]1CN(C)C(=O)NC1CCCCC1,-0.9,1.4,2.0,7.3,-1.8,1.2,-2.6,5.0,-1.3,-0.3
O=C(Nc1ccccc1)C1CCN(C(=O)c2ccco2)CC1,12.2,-1.3,2.0,-7.0,-6.1,0.3,-9.1,3.6,-7.1,2.7
CS(=O)(=O)N1CCN(c2ccc([N+](=O)[O-])c(N3CCOCC3)c2)CC1,3.7,3.3,-11.1,15.1,-1.1,-0.2,5.9,1.0,-2.0,2.3
COCCCNC(=O)CN(c1ccc(F)cc1)S(=O)(=O)c1ccc2c(c1)OCCO2,-4.2,1.5,-13.2,-6.7,0.3,-0.6,7.1,0.8,1.0,2.2
COc1ccc(N(C(=O)c2ccccc2)S(=O)(=O)c2cccs2)cc1,-5.5,-2.2,4.0,2.3,5.9,-1.1,-3.0,-1.3,0.6,-2.1
O=[N+]([O-])c1ccc2c(c1)CO[C@]21O[C@H](CCO)C[C@H](O)[C@H]1O,7.2,1.3,-5.8,-13.2,-7.9,-0.2,4.9,-5.2,-3.7,0.0
CCN(CC)C(=O)CSc1nc2c(sc(=S)n2Cc2ccco2)c(=O)n1-c1ccccc1,8.5,1.4,12.8,0.8,-3.9,-0.1,6.0,-1.1,-1.1,4.4
O=C(NCC(=O)N(c1ccccc1)C(C(=O)NC1CCCCC1)c1ccncc1)c1ccco1 (configuration not stated),7.2,1.9,3.6,-9.9,-1.6,-0.1,0.2,-2.5,-3.9,-0.2
COc1ccccc1CCC(=O)Nc1ccc2c(c1)CN(Cc1ccc(C)o1)CC2,22.1,-22.3,-0.1,-8.4,3.3,-1.6,-9.6,-1.1,-3.3,-3.7
COc1ccc(/C(N)=N/OC(=O)c2ccc(C)c([N+](=O)[O-])c2)cc1,1.1,-0.8,1.3,1.1,5.6,-0.8,1.3,8.8,-7.4,-0.2

Brought forward from above: two compounds, followed by the next part.
compound,ARFGAP1 inhibitor,PLC-gamma1 inh,ASAP1 inh,ADAM10 inh,Tn6 DDE FP,KLK7 zymogen act,TDP2 inh,Tn7 DDE FP,ADAM17 inh,LEDGF integ inh
COc1ccccc1CCC(=O)Nc1ccc2c(c1)CN(Cc1ccc(C)o1)CC2,22.1,-22.3,-0.1,-8.4,3.3,-1.6,-9.6,-1.1,-3.3,-3.7
COc1ccc(/C(N)=N/OC(=O)c2ccc(C)c([N+](=O)[O-])c2)cc1,1.1,-0.8,1.3,1.1,5.6,-0.8,1.3,8.8,-7.4,-0.2
O=C(Cc1cccc(F)c1)N1CCOCC1,-8.7,-2.0,-7.7,-5.6,3.7,-0.1,13.1,-1.4,-0.5,-0.8
O=c1oc2ccccc2c(Nc2cccc(O)c2)c1[N+](=O)[O-],-8.3,-3.6,-14.4,2.1,3.1,0.0,8.4,2.8,-3.9,5.2
Cc1ccc(C(=O)N2CCN3C(=O)c4ccccc4C23c2ccccc2)cc1 (configuration not stated),0.3,6.6,1.0,-4.9,-5.1,0.1,0.2,0.5,-2.0,-0.4
COC(=O)[C@]12C[C@H](CC(=O)NCc3cccs3)C(=O)N(Cc3ccco3)C1=C[C@H](C(C)C)O[C@@H]2C1CC1,nt,0.1,nt,-7.4,-3.1,0.3,1.2,4.8,-5.1,-0.1
CCSc1nc2c(c(=O)n1-c1ccc(F)cc1)SCC2,0.0,-0.7,-14.8,-0.9,-3.9,0.0,0.8,1.7,-4.4,3.2
CC(C)CC(=O)N1CCN(Cc2ccc3c(c2)OCO3)CC1,-7.7,3.6,5.9,7.9,0.1,-0.3,8.8,11.4,2.7,-2.0
O=C1Nc2ccccc2/C1=N/c1sc2c(c1C(=O)NCCc1ccccc1)CCCC2,2.5,-18.6,-21.2,-11.6,0.3,-1.1,6.6,7.7,-1.7,1.4
O=C(Nc1cccc(-c2ccc(N3CCOCC3)nn2)c1)c1cccc(Cl)c1,-12.8,2.2,19.9,-7.2,2.4,-0.5,-7.5,-1.8,-0.5,1.5
O=C(CCCN1C(=O)/C(=C/c2ccccc2Cl)SC1=S)Nc1cccnc1,-2.9,3.9,0.5,8.9,4.0,-0.1,-1.6,-0.2,-2.8,1.8
CC(C)(C)c1cc(C(=O)C[n+]2ccc(C(=O)NCCCO)cc2)cc(C(C)(C)C)c1O,8.4,-57.9,5.0,-28.3,0.5,3.0,7.2,3.4,-9.5,5.6

(list continues)
compound,ARFGAP1 inhibitor,PLC-gamma1 inh,ASAP1 inh,ADAM10 inh,Tn6 DDE FP,KLK7 zymogen act,TDP2 inh,Tn7 DDE FP,ADAM17 inh,LEDGF integ inh
COc1ccc(C2C(=O)N(CCc3ccccc3)CC(=O)N2C2CCCC2)cc1 (configuration not stated),-0.9,-2.8,5.3,1.1,0.4,-0.3,-5.7,5.1,-6.5,-3.4
O=C(Nc1ccc(F)cc1)Nc1cnccn1,-1.4,-1.6,-0.3,-16.5,5.4,0.1,-4.6,7.0,-5.9,-4.2
Cc1ccc(N(CCC(=O)O)S(=O)(=O)c2ccc(C)cc2)cc1,10.6,-2.0,-7.1,-12.7,5.8,0.7,2.6,1.4,-1.4,1.8
O=C(COC(=O)C1CCC1)Nc1cc(S(=O)(=O)N2CCCCC2)ccc1Cl,5.9,1.5,-14.4,-12.4,9.0,0.6,-2.1,5.4,-6.7,0.4
Cn1c(=O)c2[nH]c(Cc3cccc(O)c3)nc2n(C)c1=O,-1.0,-2.2,1.0,-3.3,5.0,-0.2,13.2,-9.1,-4.4,2.7
COc1ccc(NC(=O)CCN2CCN(S(=O)(=O)c3ccc(F)cc3)CC2)cc1,13.1,2.5,-3.8,4.9,-9.2,0.7,2.7,-3.8,-2.0,-1.4
CCn1nc(NC(=O)CC(C)C)c2cc3cccc(C)c3nc21,4.7,-57.0,6.0,-27.3,1.6,-0.2,3.7,0.7,-8.0,-5.8
COc1ccc(NC(=O)c2cc(-c3ccco3)on2)cc1,7.5,0.6,7.3,7.3,2.5,-0.7,-7.8,0.8,-9.2,2.6
COc1cc(/C=C(\C#N)c2[nH]nc(N)c2C#N)cc(OC)c1O,0.7,-47.1,18.7,-16.7,-7.0,1.4,0.6,-8.2,1.8,-4.5
C[C@H](NC(=O)N1CCn2c1nc1ccccc12)C(=O)NC1CCCCC1,-4.3,1.2,-7.1,-0.6,4.9,-0.8,4.1,4.9,-0.6,0.8

Following part
compound,ARFGAP1 inhibitor,PLC-gamma1 inh,ASAP1 inh,ADAM10 inh,Tn6 DDE FP,KLK7 zymogen act,TDP2 inh,Tn7 DDE FP,ADAM17 inh,LEDGF integ inh
COC(=O)c1ccc(Cn2cnc3c(cnn3-c3ccc(F)cc3)c2=O)o1,-1.9,0.7,-5.4,5.0,0.8,0.9,0.7,-3.8,-1.0,0.7
CC1CC(C)CN(S(=O)(=O)N2CCCC(C(=O)NC3CCCCC3)C2)C1 (configuration not stated),6.6,8.0,-5.7,2.8,4.2,-1.1,-13.7,-2.2,2.8,-0.8
O=C(Nc1nccs1)c1ccc(Cl)s1,12.3,-3.2,0.1,-5.8,-5.3,-0.3,-11.4,0.4,0.4,4.0
COc1ccc(-c2ccc3c(c2)c(-c2cccs2)c(-c2cc(OC)cc(OC)c2)n3C)cc1,12.6,-7.6,8.1,-17.4,2.6,-1.0,6.0,2.2,-7.8,-1.4
CCc1ccc(C(=O)CSc2nc(C)cc(=O)[nH]2)cc1,-16.5,-1.5,2.0,0.2,8.3,-0.1,-7.2,0.4,-1.4,-1.0
Cc1ccc(S(=O)(=O)NCCCNS(=O)(=O)c2ccc(C)cc2)cc1,4.7,0.3,2.3,-6.9,5.7,0.0,-4.3,2.0,0.7,3.3
COC(=O)C1=C(C)N(CC(C)C)C(=S)NC1c1ccc(-c2ccccc2)cc1 (configuration not stated),7.9,1.7,11.3,8.5,6.6,-0.1,-2.4,-5.7,5.3,-0.8
N#CCCn1cc(/C=N/NC(=O)c2ccncc2)c(-c2ccccc2)n1,3.3,6.0,4.2,-0.7,9.7,-0.3,1.9,1.0,2.4,0.2
CSCCC(C(=O)OCC(=O)c1ccc(C)c(C)c1)N1C(=O)c2ccccc2C1=O (configuration not stated),1.3,1.7,-6.5,8.5,1.6,0.6,0.7,-3.7,4.4,2.5
CC1(C)CC(CCNS(=O)(=O)c2ccccc2)(c2ccccc2)CCO1 (configuration not stated),5.0,0.8,8.3,8.2,-4.4,0.6,-3.1,0.5,4.3,-1.8

Next structures.
compound,ARFGAP1 inhibitor,PLC-gamma1 inh,ASAP1 inh,ADAM10 inh,Tn6 DDE FP,KLK7 zymogen act,TDP2 inh,Tn7 DDE FP,ADAM17 inh,LEDGF integ inh
Cc1cc(C)n(-c2nncn2NC(=O)c2ccc(Cl)cc2O)n1,-6.3,-6.1,-3.6,-20.8,2.6,-0.8,0.0,-1.1,-6.7,1.2
COc1cccc2cc(S(=O)(=O)c3ccccc3)c(=Nc3ccc4c(c3)OCCO4)oc12,-3.4,4.3,-8.2,8.0,-4.7,0.7,1.9,0.8,0.5,4.5
COc1ccccc1CC(=O)Nc1cccc(F)c1,-10.0,1.0,-11.6,-2.6,-0.1,-0.5,-3.8,-4.7,-2.6,-3.6
COc1ccc(-c2cc(C)no2)cc1S(=O)(=O)N(C)c1cccc(C)c1,4.5,4.7,2.8,-5.4,-6.3,0.4,-5.8,-5.0,5.1,-2.6
COc1ccc(CN2CCCC(C(=O)c3cccc(C(F)(F)F)c3)C2)cc1O (configuration not stated),-0.6,7.8,14.9,8.7,-4.7,0.6,-6.5,1.4,1.0,4.3
Cc1cccc(NC(=O)c2cnn(-c3ccc(F)cc3)c2C2CCNCC2)c1C,3.2,1.1,13.2,1.7,3.7,-0.5,8.6,-10.5,1.9,5.9

Random draw from the library (roughly 4.2% active in at least one column).
